HTRA1 inhibitor: inhibitors of human serine peptidase HTRA1; AID 504803; hit rate 0.5% among 340,000; recombinant HTRA1, FP-rhodamine activity-based probe, fluorescence polarization; Q92743; inhibition, % at 5.96 µM; in the data active = inhibition above about 36%;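 note: 0% = enzyme with DMSO and 100% = wells lacking enzyme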
TDP2 absorb: TDP2 (human) inhibition, absorbance primary screen | recombinant TDP2, T5PNP hydrolysis, p-nitrophenol absorbance 415 nm | inhibition, % at 12.8 µM | hit rate 0.34% among 370,000 | AID 720702;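 active = inhibition above the mean of all tested compounds plus 3 SD, set per campaign, cut at about 25% in these data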;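 note: 0% = DMSO with enzyme and 100% = buffer with substrate but no TDP2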
Target sequence (O95551 whole entry, looked up): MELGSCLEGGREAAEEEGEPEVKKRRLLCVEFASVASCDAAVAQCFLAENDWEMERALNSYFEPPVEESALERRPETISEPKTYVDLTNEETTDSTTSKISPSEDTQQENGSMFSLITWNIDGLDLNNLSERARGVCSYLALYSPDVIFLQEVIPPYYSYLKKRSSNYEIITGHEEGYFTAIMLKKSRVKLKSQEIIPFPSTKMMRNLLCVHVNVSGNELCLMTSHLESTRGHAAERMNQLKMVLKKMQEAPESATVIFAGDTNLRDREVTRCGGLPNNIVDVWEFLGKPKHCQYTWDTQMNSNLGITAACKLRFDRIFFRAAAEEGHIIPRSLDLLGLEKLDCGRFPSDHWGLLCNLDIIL
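Test system: human TDP2 enzyme; Input: 120 nM TDP2 per well; Buffer or medium: Mg2+-containing Tris-HCl buffer, pH 7.5; Reagent: 5 mM T5PNP; Dosing: 12.8 µM single point, 1% DMSO; Incubation: reaction 2 h, 37 °C; Detection: p-Nitrophenol epi absorbance; Read-out: % inhibition relative to enzyme-containing and enzyme-free wells; Replicates: single well per compound.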
LEDGF integ inh: blocks HIV-1 LEDGF/p75-dependent DNA integration; TR-FRET IN-LEDGF/p75 DNA integration, Eu/Cy5; AID 743269; hit rate 0.64% among 370,000; inhibition, % at 3.7 µM;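 active = inhibition above the screen-wide mean plus 3 SD, cut at about 13% in these data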;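 note: signal is the Cy5 over europium emission ratio at 671 and 618 nm; 0% = plate median of compound wells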
rCAG binder: binds r(CAG) RNA repeats. hit rate 1.3% among 370,000. inhibition, % at 3 µM. AID 651821. r(CAG) RNA repeat, TO-PRO-1 dye displacement fluorescence;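 active = inhibition above the plate cutoff, the mean of all test compounds on that plate plus 3 SD, cut at about 35% in these data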;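 note: 0% = DMSO alone and 100% = 100 µM mitoxantrone as full dye displacement; higher means more dye released from RNA so lower well fluorescence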
PG9 binder: small molecules binding HIV-1 gp120 antibody PG9 | TR-FRET gp120-PG9 antibody binding | inhibition, % at 6.7 µM | hit rate 0.43% among 360,000 | AID 624416; in the data active = inhibition above about 8.5%
PRMT1 FP inh: blocks human protein arginine methyltransferase 1; hit rate 1.3% among 370,000; inhibition, % at 2.79 µM; recombinant PRMT1, activity-based probe fluorescence polarization; Q99873;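 active = inhibition above about 21% made by adding two undisclosed values, limit read from the data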
TCR-CD3 inh: blocks the human TCR-CD3 interaction. TAMRA-labeled TCR probe fluorescence, biochemical. inhibition, % at 9.4 µM. hit rate 0.37% among 360,000. AID 651800; in the data active = inhibition above about 19%;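 note: recombinant mutant TCR 2C K166C tagged with TAMRA read by polarization; 0% = receptor in buffer alone and 100% = receptor with positive control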
NR1D1 modulator: modulators of human Rev-erb alpha DNA binding; P20393; Rev-erbα–FITC-DNA binding, fluorescence polarization, 90 min; activity, % at 10 µM; hit rate 0.79% among 370,000;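 active = activity above about 14%, limit read from the data; passing the limit was not always enough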;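 note: 0% = DMSO wells with 35 nM protein and 100% = DMSO wells with 750 nM protein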
SIAE primary: human SIAE inhibition, primary screen. Q9HAT2. SIAE FP-Rh probe binding, fluorescence polarization. inhibition, % at 9.66 µM. hit rate 0.69% among 370,000. AID 1053197;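 active = inhibition above a cutoff: mean of compounds within the control limits plus 3 SD of those, cut at about 17% in these data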;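 note: 0% = plate median of compound wells and 100% = probe without SIAE protein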
Target sequence (Q9HAT2 whole entry, looked up): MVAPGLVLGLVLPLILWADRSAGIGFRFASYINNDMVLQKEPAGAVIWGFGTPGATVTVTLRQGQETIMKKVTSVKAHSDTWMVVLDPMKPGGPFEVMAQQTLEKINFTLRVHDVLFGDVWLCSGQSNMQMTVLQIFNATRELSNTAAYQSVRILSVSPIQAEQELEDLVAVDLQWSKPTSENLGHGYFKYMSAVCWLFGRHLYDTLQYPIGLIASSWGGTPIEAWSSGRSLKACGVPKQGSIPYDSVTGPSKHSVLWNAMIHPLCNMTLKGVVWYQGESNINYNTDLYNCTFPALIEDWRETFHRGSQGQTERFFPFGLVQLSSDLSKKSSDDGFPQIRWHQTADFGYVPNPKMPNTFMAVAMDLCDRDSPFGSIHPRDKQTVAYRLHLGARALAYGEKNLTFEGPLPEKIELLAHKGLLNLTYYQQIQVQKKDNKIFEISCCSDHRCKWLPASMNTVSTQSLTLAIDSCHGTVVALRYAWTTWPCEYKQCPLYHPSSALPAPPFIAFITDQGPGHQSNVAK
mABHD4 FP: ABHD4 (mouse) inhibition, primary FP screen | purified mABHD4, FP-Rh probe fluorescence polarization | inhibition, % at 8.92 µM | hit rate 0.54% among 370,000 | AID 720543;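 active = inhibition exceeding the mean over every tested compound plus 3 SD, cut at about 30% in these data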;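 note: 0% = plate median of compound wells and 100% = S159A mutant with DMSO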
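Doses – 8.92 µM, single dose · Material – wild-type mouse ABHD4 protein · Replication – single well per compound (singlicate) · Measure – percent inhibition of probe binding, normalized to plate controls · Schedule – 45 min compound pre-incubation plus 60 min probe step, 25 °C · Detection – fluorescence polarization with parallel and perpendicular emission, 525/598 nm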
* marks the source's active call; other numbers are inactive results; . = not tested or not shown. A portion of the library (hit frequency here may not be typical).

SMILES	HTRA1 inhibitor	TDP2 absorb	LEDGF integ inh	rCAG binder	PG9 binder	PRMT1 FP inh	TCR-CD3 inh	NR1D1 modulator	SIAE primary	mABHD4 FP
CCN1CCN(CC(=O)N2N=C(c3cccs3)CC2c2ccc(OC)c(OC)c2)C(=O)C1=O (configuration not stated)	-3	-3	1	-5	-0.9	6	-8	-5	-1	-2
O=C(Nc1cc([N+](=O)[O-])ccc1F)c1ccc2ccccc2c1	-11	3	5	-1	-2.2	-1	3	-7	-22	-4
O=C1c2c(O)cc(O)cc2O[C@H](c2ccc(O)cc2)[C@H]1O	1	-4	4	2	-0.4	-2	-8	-3	7	2
CCOc1ccc(NC(=O)C/C(C)=N/NC(=O)Cc2cccs2)cc1	-2	18	3	0	1.3	2	4	-3	22*	2
COc1cccc(NC(=O)c2ccc3c(c2)N(C)CCS3)c1	-6	2	-7	5	-2.3	3	6	0	9	-4
COC(=O)c1cc(OC)c(OC)cc1NC(=O)c1ccco1	-12	4	2	-1	0.0	0	2	1	8	-9
Cc1cccc(-n2ncc3c2CCCC3NC(=O)CN2CCCC2=O)c1C (configuration not stated)	1	13	2	-3	-1.7	-4	1	-4	1	4
COc1ccccc1NS(=O)(=O)c1cc(C(=O)NCC(C)(C)N2CCOCC2)ccc1C	1	-3	1	-3	0.2	-4	3	2	-5	-1
O=C(NNc1ccccc1F)c1ccccc1	10	5	1	1	-2.9	-1	0	-1	-4	1
Cc1ccccc1-c1ccc(=O)n(CC(=O)Nc2ccc(N3CCOCC3)cc2)n1	1	4	0	6	-0.2	2	1	-5	11	6
O=C(Nc1nc(-c2ccccc2)cs1)Nc1ccc(F)cc1F	-21	13	5	13	-1.6	-3	3	3	-6	-4
NS(=O)(=O)c1cc(C(=O)OCC(=O)NC2CC2)ccc1Cl	4	1	-2	-2	-1.9	-2	-1	0	-4	-2
Cc1ccc(C(O)c2ncc(-c3cccc4ccccc34)[nH]2)cc1F (configuration not stated)	.	-9	1	2	-3.1	2	-3	-1	-3	-6
CCC(C)(C)NC(=O)C(c1cccc(OC)c1OC)N(CC(C)C)C(=O)CCC(=O)Nc1cc(C)on1 (configuration not stated)	-11	4	2	-11	-0.2	-2	-1	-2	0	0
Cc1ccc2oc(C(=O)N3CCN(CCO)CC3)c(C)c2c1	3	14	4	-3	-0.9	-4	3	-1	9	1
CCNC(=O)CN(c1ccc(Br)c(C)c1)S(C)(=O)=O	3	-1	-2	-2	0.1	-3	0	1	8	4
Oc1ccc(Br)cc1-c1cc(-c2ccco2)[nH]n1	-22	1	-2	29	-0.9	7	7	-4	-2	-7
O=[N+]([O-])c1ccc(N/N=C/c2ccc(OCc3cccc4ccccc34)cc2)nc1	-10	8	0	7	-3.1	0	3	0	6	6
CC(C)CC(=O)Nc1nnc(SCC(=O)Nc2nccs2)s1	-2	-7	-1	1	-2.7	-2	5	-1	-6	3
COc1cccc(NC(=O)c2nn(C)cc2Br)c1	-1	-10	-10	1	-0.1	3	4	1	0	-2
CCc1cccc(OCC(=O)Nc2ccc(S(=O)(=O)Nc3onc(C)c3C)cc2)c1	-8	0	-4	37*	-0.8	-1	0	6	4	-1
Cc1nnc(SCC2=C(C(=O)O)N3C(=O)C(NC(=O)Cn4ncc(Cl)c4C)C3SC2)s1 (configuration not stated)	3	1	7	18	0.7	50*	1	1	4	-7
Cc1ccc(CC2CC(=O)N(c3nc4ccccc4n3C)C2=O)cc1 (configuration not stated)	4	-21	4	-3	-2.4	-3	8	-1	-13	-11
Cc1ccc(S(=O)(=O)/N=c2\scc(C)n2C)cc1	2	9	1	0	-1.5	1	3	-2	-1	2
CC(C)N(C(=S)Nc1cccnc1)c1ccccc1	-2	1	8	-2	1.5	-4	-2	2	-1	4
The results go on:
SMILES	HTRA1 inhibitor	TDP2 absorb	LEDGF integ inh	rCAG binder	PG9 binder	PRMT1 FP inh	TCR-CD3 inh	NR1D1 modulator	SIAE primary	mABHD4 FP
COC(=O)/C(=C\C(=O)c1ccc([N+](=O)[O-])cc1)Nc1ccc(OC)cc1	.	-5	1	7	-3.9	2	4	3	3	7
COc1ccccc1OCC(=O)NCC(c1cccs1)N1CCOCC1 (configuration not stated)	-1	4	2	-5	-0.9	1	5	0	-3	-2
CN1C(=O)/C(=C\c2ccco2)N=C1c1ccc(Cl)cc1Cl	2	-11	2	-3	-0.6	2	1	-1	0	1
CCc1nc2ccccc2n1CCC(=O)O	-2	12	1	0	0.9	-3	-7	2	0	2
CC(=O)NCCNC(=O)c1ccc(Cn2c(=O)[nH]c3ccsc3c2=O)cc1	2	-14	2	-2	-4.2	-3	4	-1	-3	1
CC(=O)c1cn(CC(=O)Nc2ccccc2)c2ccccc12	-2	5	3	0	0.4	-5	4	3	-3	1
CCOc1ccc(N2CC(C(=O)Nc3nnc(SCCOC)s3)CC2=O)cc1 (configuration not stated)	-6	0	2	1	-0.5	0	4	0	2	10
CC(C)(C)[C@H]1COC(=O)[C@H](NC(=O)OCC2c3ccccc3-c3ccccc32)C/C=C\C[C@@H](CC(=O)N[C@@H](CO)Cc2ccccc2)C(=O)N1	1	8	1	0	-0.4	-1	2	4	2	3
O=C(COC(=O)CC1CCCC1)Nc1cccc(F)c1	-4	7	-1	0	-0.8	-2	0	3	-7	0
COc1ccccc1Nc1nc(NCCC(C)C)nc(N)c1[N+](=O)[O-]	.	5	1	5	0.1	0	9	0	-6	-1
COc1ccccc1Sc1ccccc1/C=N/NC(N)=O	-5	-9	-4	-5	-3.5	-2	0	4	4	-4
COCC1CCN(C(=O)c2cc(COc3cccc4cnccc34)on2)CC1	3	-6	-3	-10	-0.3	4	-10	2	3	-7
Cc1cc(C)nc(SCc2ccc(C(=O)N/N=C/c3cccc(O)c3O)cc2)n1	5	-2	-7	24	-0.8	1	12	-2	43*	17
CCCN1CCc2c(sc(NC(=O)Cc3ccc(F)cc3)c2C(N)=O)C1	-10	7	2	-8	0.2	-3	3	-4	0	1
COc1cc(/C=C/c2ccccc2)cc(OC)c1	-21	-8	-2	3	-2.2	0	-5	0	-12	5
COc1ccccc1-c1coc2c(CN3CCCCC3C)c(O)ccc2c1=O (configuration not stated)	-2	7	1	-2	0.1	-1	-5	1	-11	-6
Cc1cc(N)nc(SCC(=O)N2C(C)CCCC2C)n1 (configuration not stated)	-5	-3	-2	-2	-1.8	1	-1	-6	-5	11
O=C(Nc1cccc(-c2nc3ncccc3o2)c1)c1cc2ccccc2o1	-84	-4	5	7	-0.7	0	7	-3	-39	-48
COc1ccc(NC(=O)CN(C)C(=O)c2sc3ccccc3c2Cl)cc1	-7	3	0	1	-1.3	-5	0	-3	5	-5
Cc1[nH]c(=O)[nH]c(=O)c1S(=O)(=O)N1CCN(c2cccc(Cl)c2)CC1	5	-17	-4	9	0.4	4	3	6	2	-7
CSc1ccccc1NC(=O)CN(C)CC(=O)Nc1cc(C)ccc1C	4	-6	-3	-9	0.1	-3	1	0	6	-7
Cc1cc(C)c(S(=O)(=O)c2ccccc2C(C)C)c(=O)[nH]1	7	-6	5	1	-2.0	-3	-3	-3	4	-3
COc1ccc(S(=O)(=O)N2CCCC(C(=O)N3CCOCC3)C2)cc1C (configuration not stated)	3	1	4	-8	-2.3	1	2	-2	5	3
O=C(N/C(=C/c1ccco1)C(=O)N1CCCCC1)c1cccs1	2	6	0	2	-1.6	10	4	-4	8	9
Cc1ccsc1C(=O)OCC(=O)c1ccc[nH]1	2	5	5	2	-0.5	-3	-2	-8	2	0

Given with two lines to a compound: entries from further up
Each structure is followed by: HTRA1 inhibitor | TDP2 absorb | LEDGF integ inh | rCAG binder | PG9 binder | PRMT1 FP inh | TCR-CD3 inh | NR1D1 modulator | SIAE primary | mABHD4 FP
> COc1ccccc1Sc1ccccc1/C=N/NC(N)=O
→ -5 | -9 | -4 | -5 | -3.5 | -2 | 0 | 4 | 4 | -4
> COCC1CCN(C(=O)c2cc(COc3cccc4cnccc34)on2)CC1
→ 3 | -6 | -3 | -10 | -0.3 | 4 | -10 | 2 | 3 | -7
> Cc1cc(C)nc(SCc2ccc(C(=O)N/N=C/c3cccc(O)c3O)cc2)n1
→ 5 | -2 | -7 | 24 | -0.8 | 1 | 12 | -2 | 43* | 17

(list continues)
SMILES	HTRA1 inhibitor	TDP2 absorb	LEDGF integ inh	rCAG binder	PG9 binder	PRMT1 FP inh	TCR-CD3 inh	NR1D1 modulator	SIAE primary	mABHD4 FP
Cc1cc(C)c(C)c(OCC(=O)O/N=C(\N)c2ccccn2)c1	-7	0	2	-4	1.2	1	-2	4	-1	-10
O=c1c(-c2cccc([N+](=O)[O-])c2)[n+]([O-])c2ccccc2n1O	1	1	0	1	-2.7	5	6	1	-3	8
COC(=O)CSc1nnc(-c2ccc(NS(=O)(=O)c3ccccc3)cc2)o1	3	3	2	11	-2.5	-1	3	9	-1	-3
C=CCO/N=C/C1C(=O)CC(C)(C)CC1=O	-6	-1	-2	2	-2.1	2	11	-4	1	0
O=C(O)c1ccc(CNC(=O)c2ccc3c(c2)C(=O)N(Cc2cccnc2)C3=O)cc1	-1	7	3	1	1.0	2	1	-1	2	-24
CCOC(=O)C1=C(Nc2ccc(C)cc2)CC(C)(O)C(C(=O)OCC)C1c1ccccc1 (configuration not stated)	0	9	2	-5	1.4	-2	8	6	-3	-3
COc1ccc(Cl)cc1N1C(=O)C2CCCN2C1c1ccc(F)cc1 (configuration not stated)	3	0	2	-1	-1.4	-8	8	-5	-3	1
N/C(=N\OC(=O)COc1ccccc1)c1ccncc1	1	12	0	-6	1.6	-4	7	-1	8	0
O=C(CCNC(=O)Cn1ccc2ccccc2c1=O)NCCN1CCc2ccccc2C1	1	1	-2	-7	0.1	0	3	-4	1	3
O=C(O)c1cc(C(=O)O)c(-c2ccccc2)c(C(=O)O)c1	13	4	-1	1	-0.8	2	-2	1	1	3
NC(Cc1ccc(F)cc1)c1csc(Nc2nccc(C(F)(F)F)n2)n1 (configuration not stated)	.	3	0	17	0.9	0	-2	3	0	9
CCN(CC)CCCNC(=O)Cn1cc2c(n1)CCC(C)C2 (configuration not stated)	4	-6	-2	3	0.8	-4	-6	-1	3	-1
COc1ccc(-c2cc(C(F)(F)F)n3nc(C(=O)NCc4ccco4)c(Cl)c3n2)cc1	-5	-8	-2	-1	-0.1	-3	2	-12	-3	-1
CCOC(=O)C1C(C#N)=C(N)OC(C)=C1c1ccncc1 (configuration not stated)	1	2	0	3	-0.5	2	-2	4	11	3
CCOC(=O)Cc1csc(NC(=O)c2cnc3scc(C)n3c2=O)n1	8	3	-1	-3	0.1	0	2	1	-1	0
COCCCNC(=O)CCNS(=O)(=O)c1ccc(C)cc1	11	2	-3	1	0.2	1	-6	-1	-4	1
CC(NC(=S)Nc1ccccc1)C1COc2ccccc2O1 (configuration not stated)	-11	-4	5	2	-3.9	-1	-1	0	-2	-10
Cc1c(S(=O)(=O)c2ccccn2)c(N)n(Cc2ccccc2)c1C	.	-1	3	8	-2.4	2	-1	10	5	5
COc1ncc(-c2ccc(N3C(c4ccsc4)=Cc4ccccc4C3CC(C)=O)cc2)cn1 (configuration not stated)	.	8	-5	13	-0.6	3	-6	-1	1	-13
